Epigenetic derep: Quantitative High-Throughput Screen for Regulators of Epigenetic Control; murine LDR cells, GFP reporter derepression, 30 h; Potency, µM (titrated, usually from 53.9 µM), for inactives: at the highest dose GFP activation, actives largely listed as activators; 280,000 tested, 0.2% active; further: potency means the concentration at half of the fitted maximal effect; % of control where 0% means no effect; nearly all actives have a fitted effect of over 60% in size
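Derepression of a silenced CMV-GFP reporter in murine LDR cells is scored by enumerating GFP-positive cells with a laser-scanning microplate cytometer after 30 hours of treatment at 37 C.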
CBFb RUNX1 block: qHTS Assay for Compounds Blocking the Interaction Between CBF-beta and RUNX1 for the Treatment of Acute Myeloid Leukemia; Potency, µM (doses to about 59.8 µM), for inactives: at the top dose activity, negative = inhibition, actives largely listed as inhibitors; AlphaScreen CBFb-His/RUNX1-biotin binding, biochemical; Runt-related transcription factor 1 (Homo sapiens) + Core-binding factor subunit beta …; 230,000 tested, under 10 active; further: % of control where 0% means no effect
Target sequence (Q01196 whole entry, looked up): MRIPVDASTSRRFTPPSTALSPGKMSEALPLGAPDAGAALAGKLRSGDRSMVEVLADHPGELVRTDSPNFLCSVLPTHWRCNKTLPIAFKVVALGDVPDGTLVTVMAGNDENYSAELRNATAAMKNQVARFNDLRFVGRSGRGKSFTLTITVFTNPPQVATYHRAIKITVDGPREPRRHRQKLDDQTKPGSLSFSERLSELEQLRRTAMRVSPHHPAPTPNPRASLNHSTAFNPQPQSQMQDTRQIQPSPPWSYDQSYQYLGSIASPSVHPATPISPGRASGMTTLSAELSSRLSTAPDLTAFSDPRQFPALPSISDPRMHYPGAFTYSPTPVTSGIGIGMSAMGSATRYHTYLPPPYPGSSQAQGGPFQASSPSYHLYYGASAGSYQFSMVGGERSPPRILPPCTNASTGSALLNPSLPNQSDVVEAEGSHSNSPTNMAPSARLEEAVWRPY
Target sequence (Q13951 whole entry, looked up): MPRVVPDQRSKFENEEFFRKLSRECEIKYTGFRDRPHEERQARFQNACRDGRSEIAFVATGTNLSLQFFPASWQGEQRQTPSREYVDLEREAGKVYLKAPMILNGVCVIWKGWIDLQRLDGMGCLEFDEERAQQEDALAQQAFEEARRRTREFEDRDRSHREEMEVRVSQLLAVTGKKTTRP
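CBFb-His/RUNX1-biotin, 30 nM each, preincubated 20 min RT; compound 15 min RT; Ni + streptavidin beads 50 ng each, 90 min RT; AlphaScreen read.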
aGal spleen mod: qHTS Assay for Inhibitors and Activators of Human alpha-Galactosidase From Spleen Homogenate | human spleen homogenate, 4MU-alpha-Gal fluorescence, 40 min | Potency, µM (doses to about 80 µM), for the others: at the highest dose activity change, negative = inhibition, most hits filed as inhibitors | 240,000 tested, 0.008% active | AID 2107, 2009;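 further: potency means the concentration at half of the fitted maximal effect; 0% = enzyme with vehicle and -100% = no enzyme basal signal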
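Inhibition or activation of alpha-galactosidase in human spleen homogenate is scored by 4-MU fluorescence after 40 min at 37C, pH 5.0, with 1 mM substrate. AC50s come from concentration-response fitted to the Hill equation.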
NPSR antag: qHTS Assay for Antagonists of the Neuropeptide S Receptor: cAMP Signal Transduction. Q6W5P4. 220,000 tested, 1% active. Potency, µM (top dose mostly 38.3 µM), for the others: at the highest dose activity change, negative = inhibition, usual class: inhibitors. CHO-NPSR cells, cAMP TR-FRET, antagonist mode; further: potency means the concentration at half of the fitted maximal effect; on the % scale 0 is the no-effect control and ±100 the full control effect; nearly all actives have a fitted effect of over 50% in size; many of its hits are not listed in these tables
Tau fluor counter: Counterscreen qHTS for Inhibitors of Tau Fibril Formation, Fluorescence Polarization. AID 1463, 2008. 280,000 tested, 0.93% active. tau K18 P301L (four-repeat tau fragment) Alexa594 fluorescence, heparin fibrillization. Potency, µM (highest dose often 57.7 µM), for the others: at the highest dose activity change, negative = decrease; further: potency means the concentration at half of the fitted maximal effect; on the % scale 0 is the no-effect control and ±100 the full control effect; nearly all actives have a fitted effect of over 55% in size
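Human K18 P301L tau (15 uM unlabeled plus 0.24 uM Alexa 594-labeled, final) in 100 mM sodium acetate pH 7 was mixed with compound and 20 uM heparin and incubated 6 hr at 37 C.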
TexasRed fluor: Total Fluorescence Counterscreen for Inhibitors of the Interaction of Thyroid Hormone Receptor and Steroid Receptor Coregulator 2; TRb/SRC2 Texas Red total fluorescence interference; Potency, µM (series often up to 106 µM), for the others: at the top dose fluorescence change, negative = quenching; 280,000 tested, 0.29% active; AID 1479, 2009; active means well fitted curve in either direction with a large enough effect; inconclusive means small, poorly fitted or top-dose-only effect; further: potency means the concentration at half of the fitted maximal effect; on the % scale 0 is the no-effect control and ±100 the full control effect
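Human TRb ligand-binding domain at 0.6 uM with 20 nM Texas Red SRC2 peptide in Tris buffer containing 1 uM T3 and 5% DMSO, incubated with compound 5 h at ambient temperature. Total fluorescence (555/632 nm) calculated as parallel + 2 × perpendicular.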
Tau fibril FP: qHTS for Inhibitors of Tau Fibril Formation, Fluorescence Polarization; AID 1468, 2008; 280,000 tested, 0.39% active; Microtubule-associated protein tau (Homo sapiens), P10636; Potency, µM (doses to about 57.7 µM), for the others: top-dose activity, negative = inhibition, usual class: inhibitors; K18 P301L tau heparin fibrillization, Alexa594 FP, 6 h; further: potency means the concentration at half of the fitted maximal effect; on the % scale 0 is the no-effect control and ±100 the full control effect; nearly all actives have a fitted effect of over 55% in size
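Quantitative HTS format: compounds meet 15 uM recombinant K18 P301L tau and Alexa 594-tau tracer in 100 mM sodium acetate pH 7; 20 uM heparin triggers fibrillization at 37 C over 6 hr; FP gives the signal.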
TRb SRC2 PPI: qHTS for Inhibitors of the Interaction of Thyroid Hormone Receptor and Steroid Receptor Coregulator 2. TRbeta-SRC2 peptide binding, fluorescence polarization; receptor liganded with 1 µM T3. Thyroid hormone receptor beta (Homo sapiens), P10828. 280,000 tested, 0.065% active. AID 1469, 2008. Potency, µM (highest dose often 106 µM), without a hit: at the top dose activity change, negative = inhibition, usual class: inhibitors;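 further: potency means the concentration at half of the fitted maximal effect; plate controls were bound peptide for no effect and peptide without receptor for full effect; nearly all actives have a fitted effect of over 50% in size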
Target sequence (P10828 whole entry, looked up): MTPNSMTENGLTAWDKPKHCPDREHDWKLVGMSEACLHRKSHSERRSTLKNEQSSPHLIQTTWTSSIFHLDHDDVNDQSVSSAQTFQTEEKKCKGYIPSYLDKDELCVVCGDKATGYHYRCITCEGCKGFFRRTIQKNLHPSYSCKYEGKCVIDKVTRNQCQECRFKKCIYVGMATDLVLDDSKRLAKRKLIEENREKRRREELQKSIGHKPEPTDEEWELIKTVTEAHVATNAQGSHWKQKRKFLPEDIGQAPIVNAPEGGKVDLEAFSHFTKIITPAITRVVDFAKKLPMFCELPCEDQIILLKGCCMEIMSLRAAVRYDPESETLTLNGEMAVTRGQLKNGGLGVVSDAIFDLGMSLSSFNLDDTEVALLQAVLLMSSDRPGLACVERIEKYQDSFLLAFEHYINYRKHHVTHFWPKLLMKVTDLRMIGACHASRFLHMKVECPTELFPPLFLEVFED
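Human TRb LBD (0.6 uM) plus Texas Red-labeled SRC2 peptide (20 nM), 1uM T3, 5% DMSO, 5 hr at ambient temperature. Decreased polarization (555/632 nm) flags inhibition; data normalized to free and bound peptide controls.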
Starred values were filed as active, the others as inactive; ? = inconclusive; nt = not tested or not shown; & = joins results of further samples; [ ] = remark or other dose. Unless noted, the call rests on the fitted dose curve; in most records, active means well fitted curve in the direction sought with a large enough effect; inconclusive means small, poorly fitted or top-dose-only effect, or another doubt; inactive means no such curve, though single readings can be large; an effect the other way counts as inactive or inconclusive.

Each structure is followed by: TRb SRC2 PPI, Tau fluor counter, aGal spleen mod, Tau fibril FP, TexasRed fluor, CBFb RUNX1 block, NPSR antag, Epigenetic derep
Cc1cc(C)c2cc(CN(CCN(C)C)C(=O)Nc3ccccc3Cl)c(=O)[nH]c2c1
    3%, -9%, 1%, -6%, -3%, 7%, 2%, 6.6%
COc1ccc([N+](=O)[O-])cc1N(CC(O)CN1CCCCC1)S(=O)(=O)c1ccc(C)cc1 (stereo not given)
    -4%, 23%[2.34 µM], -23%, 14%, -12%, 5%, -8%, -2.2%
NC(=O)C1CCN(c2nc(-c3ccc(Br)cc3)cs2)CC1
    -1%, -16%, 0%, 8%, 0%, -1%, -22%, 1.9%
CSc1c(CC(=O)Nc2ccc(F)cc2)n(Cc2ccccc2)c2ccccc12
    0%, ?, -3%, 14%, 1%, 0%, -36%, 5.2%
COc1ccc(S(=O)(=O)N2CCN(CC(=O)Nc3cc(OC)cc(OC)c3)CC2)cc1
    1%, -19%, -8%, 3%, -6%, 0%, -21%[46.1 µM], 0.0%
CC(C)(C)NC(=O)CSc1nccn1Cc1ccccc1
    6%, 5%, 3%, 2%, 3%, 2%, -5%[46.1 µM], -1.1%
COc1cccc(NC(=O)Cn2nnc(C(=O)Nc3ccccc3)c2N)c1
    4%, -23%, -18%, -11%, 0%, -1%, -13%[46.1 µM], -1.1%
Cn1c2ccc(Cl)cc2c2nc3ccccc3nc21
    -13%, -23%, 20%, -16%, -7%, 13%, -10%[46.1 µM], -3.6%
COc1ccc(CCNC(=O)Cc2c(C)c3cc4c(C(C)(C)C)coc4c(C)c3oc2=O)cc1OC
    -1%, -8%, nt, -2%, -2%, nt, nt, 1.5%
Cn1c(=O)n(C)c2cc([N+](=O)[O-])c(N3CCN(C(=O)C(C)(C)C)CC3)cc21
    3%, 7%, -3%, 1%, -3%, 5%, -18%, 1.1%
O=C(NCc1ccc(F)cc1)C(=O)NCC(c1ccco1)N1CCOCC1 (stereo not given)
    -8%, -1%, 2%, -2%, 1%, 13%, 4%, -0.1%
CNCCOc1ccc(Cl)c(Cl)c1
    3%, -1%, -1%, 3%, -4%, 12%, 15%, 0.1%
Cc1cc(N2CCN(c3nc(-c4ccccc4)cs3)CC2)c2ccccc2n1
    3%, -14%, 2%, 1%, -1%, -30%, -51%, -2.6%
N#Cc1c2ccc(OCC(N)=O)cc2n2ccccc12
    -8%, -24%, 2%, -2%, -9%, 14%, -30%, -2.2%
COc1cccc(/C=N/NC(=O)CN2C(=O)NC3NC(=O)NC32)c1 (stereo not given)
    -19%, 2%, 3%, -2%, 2%, -2%, 10%, -1.0%
Cc1cccc(NC(=S)N2CCN(Cc3ccc4c(c3)OCO4)CC2)c1C
    3%, -10%, -2%, -1%, 0%, -7%, -7%[46.1 µM], -2.2%
CCNc1oc(-c2ccc(COc3ccc(Cl)cc3)o2)nc1C#N
    0%, ?, nt, 8%, -2%, nt, nt, -1.6%
CC(C)(C)c1nc(SCC(=O)N2CCCC2)c2ccccc2n1
    -5%, 3%[2.34 µM], -7%, -5%[2.34 µM], -3%, 6%, -3%, -1.1%
Cn1c2ccccc2c2cc(C(=O)NNC(=O)CCl)sc21
    -5%, -8%, -7%, 9%, -4%, 18%, -18%, 1.1%
CCOC(=O)Cc1csc(/C(=N/O)C(N)=O)n1
    -6%, -3%, -2%, -3%, -1%, -7%, -7%[46.1 µM], 0.0%
O=C(CN1CCN(S(=O)(=O)c2ccccc2)CC1)NC(=O)NCc1ccco1
    -1%, 13%, -3%, -4%, 0%, -5%, -5%, -2.4%
Cc1ccccc1OC(=O)c1cc(-c2ccc3c(c2)OCCO3)on1
    -3%, -18%, nt, -7%, -29%, nt, nt, -3.2%
O=C(CSc1nc2c(c(=O)[nH]1)CN(Cc1ccc3c(c1)OCO3)CC2)Nc1ccccc1Cl
    -4%, -1%, nt, 8%, -1%, nt, nt, -3.2%
O=C(CSC1=NCCS1)N1CCN(c2ccc(Cl)cc2)CC1
    -3%, -11%, -2%, 2%, -1%, -2%, -2%[46.1 µM], -1.1%
CCCCNC(=O)COC(=O)c1ccc(SC)cc1OC
    3%, -2%, 4%, 3%, 0%, 1%, -5%, 0.0%
O=C(c1cccnc1)N(c1cc2sc(=O)oc2c2ccccc12)S(=O)(=O)c1ccccc1
    0%, ?, 1%, 18µM*, -1%, -18%, 2%, 3.2%
Cc1cc(=O)[nH]c(SCC(=O)Nc2ccc(S(=O)(=O)N3CCCCC3)cc2)n1
    8%, -18%, 0%, -3%, 1%, 0%, -12%[46.1 µM], ?
CCOC(=O)N1CCC(NC(=O)CNS(=O)(=O)c2ccc(Br)s2)CC1
    13%, -7%, 0%, 7%, 1%, 2%, -27%[46.1 µM], 9.9%
O=C(COC(=O)Cc1cccc(C(F)(F)F)c1)NC1CC1
    6%, -1%, -11%, 6%, -1%, 7%, 7%, 4.9%
CC1CCCCC1NC(=O)C1CC=CCC1C(=O)O (stereo not given)
    -3%, 6%, 4%, 2%, 0%, 5%, 12%, 1.1%
CC1CCN(CC(=O)Nc2ccc(N3CCCCCC3)cc2)CC1
    -5%, -29%, 5%, 6%, -1%, -12%, 37%, -1.0%
CCn1ncc(/C=N/NC(=O)c2ccc3c(c2)OCO3)c1C
    -2%, 0%, -9%, 3%, -4%, 0%, -7%[46.1 µM], 0.1%
COc1ccccc1C(=O)Nc1nnc(SCc2cc(=O)c3ccccc3[nH]2)s1
    -4%, -7%, nt, 4%, -3%, nt, nt, -3.8%
CCOC(=O)N1CCC(N2C(=O)c3ccc(C(=O)NCc4ccc(F)cc4)cc3C2=O)CC1
    3%, -17%, -2%, -3%, -2%, 1%, -14%, 1.0%
CC1Cc2ccccc2N1S(=O)(=O)c1nnc(NC(=O)c2ccccc2Br)s1 (stereo not given)
    -3%, ?, nt, -3%, 4%, nt, nt, 19%
O=C(NCCCc1nc2ccccc2n1Cc1ccc(Cl)cc1)C1CCCCC1
    -1%, -4%, nt, 4%, -2%, nt, nt, -2.9%
Cc1cc(N2C(=O)CC(C(C)c3ccccc3)C2=O)no1 (stereo not given)
    -13%, 5%, 0%, 8%, 3%, -10%, -2%[46.1 µM], 1.0%
CCN(CC)S(=O)(=O)c1ccc(Cl)c(NC(=O)COc2ccc3c(C)cc(=O)oc3c2)c1
    9%, 3%, 6%, 5%, 0%, 2%, -23%, -1.9%
O=S(=O)(NCCc1ccccc1)c1ccc(S(=O)(=O)N2CCCCC2)cc1
    3%, 5%, 0%, -4%, 1%, -2%, -8%[46.1 µM], 1.3%
CCOC(=O)c1cn(CC(=O)Nc2cccc(Cl)c2C)nn1
    -2%&6%, -12%&0%, 10%, 0%&-6%, 0%&-4%, 3%, 1%[46.1 µM], 0.3%&-1.3%
CCCn1c(SCC(=O)c2ccc3c(c2)OCCO3)nnc1-c1ccco1
    -3%, -5%, 12%, 3%, 3%, 1%, -7%[46.1 µM], 1.0%
CCOc1ccc(CNc2ccc(N3CCCC3)cc2)cc1
    -19%, ?, -4%, ?, 22%, ?, -27%[46.1 µM], 0.0%
COC(=O)C1=C(N)OC2=C(C(=O)CC(C)(C)C2)C1c1cccs1 (stereo not given)
    -4%, -5%, -7%, -6%, -10%, -11%, -17%[46.1 µM], 5.6%
Nc1c(-c2ccccc2)c(CN2CCOCC2)nn1-c1cccc([N+](=O)[O-])c1
    7%, -19%, 3%, -5%, -1%, 4%, -1%, 3.9%
Cc1c(-c2ccccc2)[nH]n2c(=O)c3c(nc12)CCCC3
    2%, -4%, -6%, -1%, -6%, 3%, -5%, -0.9%
Cc1ccc2oc(-c3cc(NC(=O)CC(C)C)ccc3Cl)nc2c1
    -3%, -28%, nt, ?, 0%, nt, nt, -2.9%
Cc1cccc(C)c1OC(=O)C(c1ccccc1)c1ccccc1
    4%, -11%, 3%, -10%, -2%, ?, -37%, -0.9%
COc1ccc(N2CCN(C(=O)Cn3nnc(-c4ccc(N(C)C)cc4)n3)CC2)cc1
    -1%, -10%, 5%, -8%, -1%, 0%, 11%, 1.0%

As a short view, two of the compounds above:
Each structure is followed by: TRb SRC2 PPI, Tau fluor counter, aGal spleen mod, Tau fibril FP, TexasRed fluor, CBFb RUNX1 block, NPSR antag, Epigenetic derep
CC1CCN(CC(=O)Nc2ccc(N3CCCCCC3)cc2)CC1
    -5%, -29%, 5%, 6%, -1%, -12%, 37%, -1.0%
CCn1ncc(/C=N/NC(=O)c2ccc3c(c2)OCO3)c1C
    -2%, 0%, -9%, 3%, -4%, 0%, -7%[46.1 µM], 0.1%

Complete entries from above:
Results for CCN(CC)S(=O)(=O)c1ccc(Cl)c(NC(=O)COc2ccc3c(C)cc(=O)oc3c2)c1 : TRb SRC2 PPI = 9%; Tau fluor counter = 3%; aGal spleen mod = 6%; Tau fibril FP = 5%; TexasRed fluor = 0%; CBFb RUNX1 block = 2%; NPSR antag = -23%; Epigenetic derep = -1.9%
Results for Cc1c(-c2ccccc2)[nH]n2c(=O)c3c(nc12)CCCC3 : TRb SRC2 PPI = 2%; Tau fluor counter = -4%; aGal spleen mod = -6%; Tau fibril FP = -1%; TexasRed fluor = -6%; CBFb RUNX1 block = 3%; NPSR antag = -5%; Epigenetic derep = -0.9%
Results for CCOc1ccc(CNc2ccc(N3CCCC3)cc2)cc1 : TRb SRC2 PPI = -19%; Tau fluor counter = ?; aGal spleen mod = -4%; Tau fibril FP = ?; TexasRed fluor = 22%; CBFb RUNX1 block = ?; NPSR antag = -27%[46.1 µM]; Epigenetic derep = 0.0%

The list is partial; count on the stated rates, not on these rows.
